# High-throughput results (PubChem)
# CHRM1 PAM = positive allosteric modulators of human M1 muscarinic receptor. 360,000 compounds, 0.088% hits. CHO-K1 hM1, Fluo-8 calcium fluorescence, ACh EC20; 0% = ACh EC20, 100% = maximal ACh. activation, % at 3 µM. AID 588819. P11229; in the data active = activation above about 19%, passing the limit was not always enough
# M5 PAM = potentiates acetylcholine response at human M5 receptor; P08912; CHO-K1 hM5, Fluo-8 calcium, ACh EC20 PAM; 0% = ACh EC20, 100% = ACh EC100; activation, % at 3 µM; 360,000 compounds, 0.3% hits; AID 624038;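 active = activation above the run cutoff, the mean activation of all test compounds plus 3 SD, cut at about 18% in these data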
# Target sequence (P08912 whole entry, looked up): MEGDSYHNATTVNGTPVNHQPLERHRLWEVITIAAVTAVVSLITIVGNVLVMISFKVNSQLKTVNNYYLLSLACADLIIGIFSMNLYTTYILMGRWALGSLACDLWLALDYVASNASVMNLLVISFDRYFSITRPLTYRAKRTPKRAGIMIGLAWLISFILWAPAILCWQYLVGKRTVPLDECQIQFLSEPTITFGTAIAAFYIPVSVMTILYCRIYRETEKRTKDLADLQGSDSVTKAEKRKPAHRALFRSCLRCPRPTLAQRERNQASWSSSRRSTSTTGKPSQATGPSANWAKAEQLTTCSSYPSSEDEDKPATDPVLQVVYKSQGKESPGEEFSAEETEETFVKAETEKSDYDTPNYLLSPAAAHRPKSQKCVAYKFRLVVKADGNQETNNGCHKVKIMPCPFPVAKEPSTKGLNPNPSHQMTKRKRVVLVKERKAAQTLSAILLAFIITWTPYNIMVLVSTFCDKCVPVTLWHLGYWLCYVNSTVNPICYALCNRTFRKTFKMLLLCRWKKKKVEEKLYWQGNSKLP
#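 Probe or stimulus: acetylcholine, EC20 level; Assay system: human M5 receptor in CHO-K1 cells; Schedule: compound preincubation 140 s before EC20 acetylcholine addition; Technique: intracellular calcium via Fluo-8 fluorescence; Dosing: single-point, 3 µM nominal; Read-out basis: percent activation from peak-over-basal fluorescence ratio, scaled EC20-to-EC100 acetylcholine; Repeats: one well per compound, no replicates.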
# CRFR2-BP antag = CRF-BP/CRF-R2 complex antagonism | HEK293 CRF-R2/CRF-BP, CRF-induced calcium fluorescence | inhibition, % at 11.8 µM | 350,000 compounds, 0.59% hits | AID 588475;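 active = inhibition of the ligand-induced calcium signal above about 50% at the single tested concentration, limit read from the data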
# CHRM4 PAM = positive allosteric modulators of human muscarinic M4 receptor; CHO-K1 hM4/Gqi5, Fluo-8 calcium fluorescence, ACh EC20; 0% = ACh EC20, 100% = maximal ACh; P08173; activation, % at 3 µM; 360,000 compounds, 0.4% hits; AID 624126;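 active = activation above its plate's cutoff, the mean activation of sample wells plus 3 SD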; also: some results filed as inactive read as strong as hits
# Target sequence (P08173 whole entry, looked up): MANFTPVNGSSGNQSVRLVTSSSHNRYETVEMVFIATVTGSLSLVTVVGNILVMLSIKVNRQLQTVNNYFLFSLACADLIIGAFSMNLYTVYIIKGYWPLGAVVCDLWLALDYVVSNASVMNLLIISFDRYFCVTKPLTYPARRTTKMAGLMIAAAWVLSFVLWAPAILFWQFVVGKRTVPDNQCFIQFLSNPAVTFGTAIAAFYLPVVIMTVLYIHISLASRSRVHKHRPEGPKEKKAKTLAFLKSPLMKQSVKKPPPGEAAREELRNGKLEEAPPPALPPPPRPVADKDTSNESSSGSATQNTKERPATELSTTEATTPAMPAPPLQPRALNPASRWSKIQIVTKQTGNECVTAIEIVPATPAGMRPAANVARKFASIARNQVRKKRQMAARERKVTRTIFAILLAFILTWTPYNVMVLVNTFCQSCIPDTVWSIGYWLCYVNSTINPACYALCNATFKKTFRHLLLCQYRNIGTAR
# M5 antag = blocks acetylcholine activation of human M5 receptor | CHO-hM5 cells, Fluo-8 calcium fluorescence, ACh EC80 | P08912 | inhibition, % at 3 µM | 360,000 compounds, 0.59% hits;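 active = inhibition above a per-plate cutoff, the mean of that plate's test compounds plus 3 SD, cut at about 27% in these data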;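 also: 0% = acetylcholine EC80 with DMSO and 100% = DMSO without agonist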
# CRFR2-BP ag = agonists of human CRF-binding protein/CRF-R2 receptor complex. 350,000 compounds, 0.46% hits. activation, % at 13.2 µM. HEK293 CRF-R2/CRF-BP, calcium dye fluorescence (FLIPR); percent of saturating CRF peptide response;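 active = activation of at least 50%, plus an integration ratio under a set limit after plate pattern correction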;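 also: plate controls were neutral control wells without compound for no effect and CRF at EC100 for full effect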
# M4 ag = CHRM4 agonism in calcium assay; P08173; CHO-K1 hM4/Gqi5, Fluo-8 calcium fluorescence; vehicle 0%, full acetylcholine response 100%; activation, % at 3 µM; 360,000 compounds, 0.14% hits; AID 624127;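 active = activation above the run mean over all test wells plus 3 SD, cut at about 32% in these data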;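 also: peak over basal fluorescence ratio per well then scaled between controls; 0% = DMSO wells and 100% = acetylcholine at EC100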
# M5 ag = CHRM5 agonism in calcium assay. AID 624037. 360,000 compounds, 0.19% hits. activation, % at 3 µM. CHO-K1 hM5 cells, Fluo-8 calcium fluorescence; 0% DMSO wells, 100% maximal acetylcholine response. P08912;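 active = activation above the run's mean over test compounds plus 3 SD, cut at about 23% in these data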;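 also: signal is peak over basal fluorescence ratio across the kinetic read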
# M4 antag = CHRM4 antagonism in calcium assay; P08173; AID 624125; inhibition, % at 3 µM; 360,000 compounds, 0.73% hits; CHO-hM4 cells, ACh EC80, Fluo-8 calcium fluorescence;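 active = inhibition above its plate's cutoff, the mean inhibition of sample wells plus 3 SD, cut at about 27% in these data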;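 also: 0% = acetylcholine EC80 with DMSO and 100% = DMSO without agonist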
# * = called active by the depositor; . = no result given. Random draw from the library (roughly 2.6% active in at least one column).
SMILES,CHRM1 PAM,M5 PAM,CRFR2-BP antag,CHRM4 PAM,M5 antag,CRFR2-BP ag,M4 ag,M5 ag,M4 antag
COC(=O)c1cn[nH]c1NC(=S)Nc1ccc(Cl)c(Cl)c1,-8,-13,-5,-13,11,-0.4,9,7,19
Cc1cccc(N(CC(N)=O)S(C)(=O)=O)c1C,10,-3,-3,9,7,-0.2,1,-2,-5
NC(N)=NS(=O)(=O)c1ccc(N/C=C\C(=O)c2ccncc2)cc1,11,-1,13,4,-5,19,0,-4,-18
Cc1ccc(C2C3=C(CCCC3=O)Nc3nc(SCC(=O)NCc4ccco4)[nH]c(=O)c32)cc1 (stereo not given),4,1,17,-5,-1,0.5,1,-3,3
Cc1noc(C)c1NC(=O)N(C)C[C@H]1OCCCC[C@@H](C)Oc2ccc(NC(=O)c3ccccc3)cc2C(=O)N([C@H](C)CO)C[C@@H]1C,-14,1,-20,9,-10,2.1,0,1,-17
COc1ccc2sc(-c3ccccc3OC)c(-c3ccc(OCCN(C)C)cc3)c2c1,8,5,-2,2,-4,5.0,9,1,-3
Cc1cc(C(=O)CSc2nc(N)cc(=O)[nH]2)ccc1F,1,-3,9,-8,7,0.4,1,1,3
O=C(COc1ccc(Cl)cc1Cl)NNC(=O)c1cccnc1,8,7,1,9,-2,-0.4,1,-1,1
Cn1nc(C(F)(F)F)c(C(=O)Nc2ccc(F)cc2F)c1Cl,7,6,2,0,0,3.7,0,0,0
CCc1ccccc1NC(=O)CN(C)C(=O)CSc1nnc(Nc2ccc(C)cc2)s1,0,-3,-12,-5,2,-0.2,0,-2,1
CC(CCc1ccccc1)NC(=O)CCC(=O)N1CCC(C(N)=O)CC1 (stereo not given),-5,-6,-1,-3,-1,4.2,0,-4,1
CC(C)OC(=O)c1ccc(S(N)(=O)=O)o1,0,-1,-1,-4,1,-0.7,0,-1,5
O=C(c1ccccc1)c1ccc(N2CCOCC2)cc1,-3,-13,7,3,7,-5.2,2,-1,-19
O=S(=O)(NCC(c1ccco1)N1CCN(c2ccccc2F)CC1)c1ccc(F)cc1 (stereo not given),2,-1,-19,-4,-9,3.9,1,-3,8
O=C(N/N=C/c1ccccn1)c1cc(-c2ccc(Br)cc2)nc2ccccc12,9,-3,-6,7,4,2.2,0,3,3
Cc1cccc[n+]1CC(=O)N1c2ccccc2Sc2ccccc21,-34,-20,3,-24,99*,-0.7,0,-11,96*
Cn1c(=O)c2c(nc(SCC(=O)O)n2Cc2cccc(C(F)(F)F)c2)n(C)c1=O,2,4,5,6,-2,-1.1,0,-3,-2
CC(=O)c1sc(NC(=O)c2cccc3ccccc23)nc1C,5,-4,-8,7,5,-1.4,0,1,1
c1ccc2[nH]c(Cn3nnc4ccccc43)nc2c1,7,2,3,8,14,-2.2,0,1,-1
N#Cc1cccc(NC(=O)CSc2nnc(C3CC3)n2C2CC2)c1,8,1,12,3,6,0.4,0,-1,5
O=C(N/N=C/C=C/c1ccccc1)c1ccccn1,6,9,3,2,-4,-0.9,4,3,-2
CCCCCN(C(=O)CCC(=O)OCC(=O)N(C)Cc1ccccc1C)c1c(N)n(CCCC)c(=O)[nH]c1=O,8,0,-3,3,2,1.4,-1,1,-3
Cc1c(CC(=O)NCCCC(=O)O)c(=O)oc2cc3c(cc12)CCC(C)(C)O3,10,4,-4,7,6,-1.2,2,-4,4
CCN(CC)CCSC(=O)C(c1ccccc1)c1ccccc1,-26,-19,.,-17,99*,.,1,-2,96*
C#CCOCCOCCOCCNc1nc(N2CCN(C(=O)[C@H]([C@@H](C)CC)n3cc(CCCN=C(N)N)nn3)CC2)nc(N2CCN(C(=O)[C@H](Cc3ccc(O)cc3)n3cc(CCO)nn3)CC2)n1,-3,-5,4,-1,18,-0.7,0,-10,7
CN(C)c1nc(OCCNC(=O)Nc2ccccc2)nc(N2CCCCC2)n1,8,0,-20,3,3,1.2,2,-1,1
Cc1cc(NC(=O)CCC(=O)N(CC(=O)NC2CCCC2)Cc2cccs2)no1,-1,2,-13,0,1,-1.7,2,-1,-11
CCN(CC)CCN(C(=O)CCS(=O)(=O)c1ccccc1)c1nc2cc3c(cc2s1)OCO3,4,0,-2,-4,-6,-0.4,1,-6,2
CNC[C@@H](C)NC[C@@H](Cc1ccccc1)NCCc1ccccc1,5,9,37,5,-2,1.9,0,-1,6
Brc1ccc2nc3c(n2c1)CCCC3,4,2,0,-3,-6,-1.8,-1,-12,-2
CCCN(C(=O)c1cc(Cl)nc2ccccc12)C1CCS(=O)(=O)C1 (stereo not given),5,-4,75*,0,12,-1.5,0,0,1
COC(=O)[C@]12CCCCC=C1N(Cc1ccccc1)C(=O)[C@H](CC(=O)NCc1cccc3ccccc13)C2,.,13,.,14,-12,.,2,0,-2
CSc1nc2ccc(Cl)cc2[nH]1,0,-5,5,1,3,-1.6,1,-1,2
CC(=O)Nc1ccc(S(=O)(=O)N2CCC(C(=O)c3ccc(Cl)cc3)CC2)cc1,0,-9,10,-6,8,-0.3,7,2,-5
COc1cccc(/C=C/C(=O)NCc2ccc3c(c2)OCO3)c1,12,2,0,-8,4,1.2,0,-4,0
CCCCN(CCCC)S(=O)(=O)c1ccc(OC)c2ncccc12,10,0,6,4,0,0.1,-2,-6,4
O=C(CSc1ccc(F)cc1)Nc1nnc(-c2ccco2)o1,11,-6,10,10,8,-2.8,0,1,-19
O=C1CC(C(=O)Nc2ccc(Cl)cc2)S/C(=N\N=C\c2ccco2)N1 (stereo not given),6,2,-21,-1,7,2.7,2,1,2
COc1cccc(C(=O)Nc2ncc3c(n2)CC(c2ccc(OC)cc2OC)CC3=O)c1 (stereo not given),-4,2,24,-3,-3,-0.5,10,-1,4
CCCCc1nc(NCCO)c(C#N)c2c1CCCC2,1,2,-17,-1,13,-1.1,1,-1,1

# In a second layout: results already given.
SMILES: COc1cccc(/C=C/C(=O)NCc2ccc3c(c2)OCO3)c1
  CHRM1 PAM: 12 | M5 PAM: 2 | CRFR2-BP antag: 0 | CHRM4 PAM: -8 | M5 antag: 4 | CRFR2-BP ag: 1.2 | M4 ag: 0 | M5 ag: -4 | M4 antag: 0

SMILES: CCCCN(CCCC)S(=O)(=O)c1ccc(OC)c2ncccc12
  CHRM1 PAM: 10 | M5 PAM: 0 | CRFR2-BP antag: 6 | CHRM4 PAM: 4 | M5 antag: 0 | CRFR2-BP ag: 0.1 | M4 ag: -2 | M5 ag: -6 | M4 antag: 4

SMILES: O=C(CSc1ccc(F)cc1)Nc1nnc(-c2ccco2)o1
  CHRM1 PAM: 11 | M5 PAM: -6 | CRFR2-BP antag: 10 | CHRM4 PAM: 10 | M5 antag: 8 | CRFR2-BP ag: -2.8 | M4 ag: 0 | M5 ag: 1 | M4 antag: -19

SMILES: O=C1CC(C(=O)Nc2ccc(Cl)cc2)S/C(=N\N=C\c2ccco2)N1 (stereo not given)
  CHRM1 PAM: 6 | M5 PAM: 2 | CRFR2-BP antag: -21 | CHRM4 PAM: -1 | M5 antag: 7 | CRFR2-BP ag: 2.7 | M4 ag: 2 | M5 ag: 1 | M4 antag: 2

# Continuation:
SMILES,CHRM1 PAM,M5 PAM,CRFR2-BP antag,CHRM4 PAM,M5 antag,CRFR2-BP ag,M4 ag,M5 ag,M4 antag
C=CCNC(=O)CN1CCC(O)(c2ccccc2)CC1,0,-4,-3,0,7,-0.7,-1,0,5
COC(=O)C1=C(C)N(c2ccc(Cl)cc2)/C(=C/c2ccc(O)cc2)C1=O,12,2,-69,0,-14,-0.2,1,1,6
O=c1c2c3c(sc2ncn1/N=C/c1ccccc1)CCCC3,-7,8,6,5,-3,-2.0,1,-4,6
Cc1c(Cl)cccc1NC(=O)Nn1cnnc1,7,1,0,-3,-8,-1.9,0,-1,3
CCc1ccc(C(O)c2ncc(-c3cccc(C)c3)[nH]2)cc1 (stereo not given),-4,-7,.,-1,1,.,4,2,-6
COCc1cccc(-c2csc(C(O)c3ccccc3)n2)c1 (stereo not given),-5,-9,.,-7,8,.,11,5,2
CCOC(=O)C1CCCN(Cc2ccc(OCc3ccccc3)c(OC)c2)C1 (stereo not given),-12,-15,11,-11,19,-1.9,1,-20,9
Cc1cc(C)n2ncc(/C(N)=N/OC(=O)Nc3ccc(Cl)cc3)c2n1,-1,-1,-3,-4,6,-1.2,6,3,0
C#CCNC(=O)C[C@@H]1C[C@@]2(C(=O)OC)CCCCC=C2N(Cc2cccc3ccccc23)C1=O,.,-10,.,-1,10,.,18,3,-11
COc1cccc(CN(C)C(=O)CCN(c2ccccc2)S(=O)(=O)c2ccc(C)cc2)c1OC,-5,-18,-4,-11,18,1.5,14,-1,-1
O=C(Oc1c(Br)cc([N+](=O)[O-])cc1Br)c1cccnc1,4,-7,68*,-7,0,21,7,4,-6
O=C(O)c1ccccc1C(=O)OCc1ccccc1,1,-3,-2,-2,1,-0.6,0,-1,-1
Cn1cccc1C(=O)Nc1nc(-c2ccccn2)cs1,8,-1,-4,2,5,-0.9,5,-3,-1
CC(NC(=O)COC(=O)c1cc(=O)[nH]c2ccccc12)c1ccccc1 (stereo not given),7,-4,-28,1,11,-2.2,2,1,0
C/C(=N\Nc1ccc([N+](=O)[O-])cc1)c1ccc(N)cc1,-2,-9,24,-5,6,-0.4,1,-3,14
C/C=C\C(=O)Nc1cccc(C2=NOC3(C2)C[C@H](C(N)=O)N(C(=O)/C=C/CC)C3)c1 (stereo not given in full),-6,-15,1,-5,13,0.3,1,4,9
COc1cccc(OC)c1C(=O)OCC(=O)NCCCc1ccccc1,3,-3,7,0,6,-1.5,4,-2,0
O=C(Nc1nc(=O)n(C(=O)C2CC2)s1)c1ccccc1,-2,-2,18,12,-9,4.2,-1,1,-6
O=C(CSc1nc(-c2ccc(F)cc2)cc(C(F)(F)F)n1)Nc1ccc2c(c1)OCO2,13,11,3,12,-12,-4.8,1,-1,0
COc1ccc(CNCc2ccc3c(c2)OCO3)cc1Br,-10,1,-12,-2,2,1.3,4,-1,-2
CN(C)CCCN(C(=O)c1cccs1)c1nc2cc3c(cc2s1)OCO3,-3,-6,4,-6,13,-2.0,3,-10,8
Cc1c(Cl)sn(-c2ccc(Cl)cc2)c1=O,-2,-8,-27,-4,11,0.4,4,0,38*
CCC(CC)C(=O)Nc1cccc(/C(C)=N/NC(=O)c2c(Br)cnn2C)c1,-2,-1,-21,-1,-7,0.2,2,-3,1
Cc1ccc(-c2cccc(C3CC=CC4C3C(=O)N(Cc3ccccc3)C4c3ccc(C(F)(F)F)cc3)c2)cc1 (stereo not given),3,8,-2,2,3,4.1,1,6,-2
COc1ccc(CCOC(=O)c2cccc(NC(C)=O)c2)cc1,-2,-2,6,4,2,-1.4,9,-1,-14
Cc1ccc(S(=O)(=O)N2CCN(C(=O)C3CCN(C(=O)c4ccc(F)cc4)CC3)CC2)c(C)c1,0,-4,0,2,-3,2.8,7,7,-5
Cc1ccc(S(=O)(=O)N(C)C[C@H]2Oc3cc(Br)ccc3S(=O)(=O)N([C@H](C)CO)C[C@@H]2C)cc1,6,2,3,2,-1,-0.2,0,0,-1
CC(C)(C)OC(=O)N[C@H](C(=O)OC(C)(C)C)c1ccc2c(c1)OCO2,4,7,4,-6,0,0.0,0,-6,10
COc1ccc(S(=O)(=O)Nc2cccc3c2O[C@H](CN(C)C(=O)Nc2ccc4c(c2)OCO4)[C@@H](C)CN([C@H](C)CO)C3=O)cc1,-8,4,1,-6,9,1.2,1,-2,10
CC(C)(C)SCCNC(=O)c1ccccc1,7,-2,3,8,12,-0.8,2,-1,-5
